Rpn11 inh – blocks the human proteasome subunit Rpn11. O00487. human 26S proteasome, Ub4-pepOG fluorescence polarization; 20S core pre-blocked with epoxomicin. calls only at 20 µM. actives 0.59% (n = 360,000). AID 588493;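 active = inhibition at 20 µM, scaled to each plate's controls, above about 33%, limit read from the data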
DNMT1 inh – inhibitors of human DNMT1 | inhibition (reported as % activation of signal), % at 10 µM | actives 0.83% (n = 360,000) | AID 588458 | DNMT1 molecular beacon, Hinp1I cleavage, fluorescence | P26358; in the data active = inhibition above about 50%
STEP inh – inhibitors of human striatal-enriched phosphatase STEP. P54829. recombinant STEP, OMFP fluorogenic substrate, fluorescence. AID 588621. inhibition, % at 20 µM. actives 0.25% (n = 360,000);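 active = inhibition at 20 µM, scaled per plate between control wells, above about 37%, limit read from the data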;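 note: 0% = DMSO with enzyme and substrate and 100% = substrate only without enzyme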
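Assay system: isolated STEP enzyme. Buffer or medium: pH 6.0 Bis-Tris with DTT and Tween 20. Also added: fluorogenic phosphatase substrate OMFP at 25 µM final. Dosing: 20 µM, 1% DMSO. Timing: 20 min reaction, room temperature, in the dark. Measured by: fluorescence intensity, excitation 480 nm, emission 540 nm. Evaluation: normalized % inhibition.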
CSN deneddyl inh – inhibitors of human CSN-mediated cullin deneddylation | Q92905 | Purified CSN, SCF-Nedd8-OG deneddylation, fluorescence polarization | actives 0.38% (n = 360,000) | inhibition, % at 12.5 µM;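 active = pattern-corrected inhibition above about 35%, with an unprinted fluorescence ratio check between 0.5 and 1.5, limit read from the data, passing the limit was not always enough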;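 note: 0% = enzyme with substrate and 100% = substrate without enzyme; some results filed as inactive read as strong as hits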
Target sequence (Q92905 whole entry, looked up, one chain of several): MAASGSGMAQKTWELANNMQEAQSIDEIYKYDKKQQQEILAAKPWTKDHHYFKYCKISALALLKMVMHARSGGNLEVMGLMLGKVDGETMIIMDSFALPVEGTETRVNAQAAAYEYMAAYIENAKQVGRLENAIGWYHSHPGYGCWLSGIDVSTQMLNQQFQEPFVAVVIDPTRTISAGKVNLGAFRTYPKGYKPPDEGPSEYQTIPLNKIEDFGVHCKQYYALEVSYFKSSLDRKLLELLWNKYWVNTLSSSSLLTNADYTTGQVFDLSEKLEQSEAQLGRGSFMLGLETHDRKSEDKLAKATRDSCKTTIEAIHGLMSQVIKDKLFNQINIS
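Assay system: HEK293T-derived human Csn5 enzyme; quantity: 0.24 nM enzyme; medium: Tris/NaCl/DTT buffer, pH 7.5; also added: substrate SCFSkp2-Nedd8OG, 10 nM; doses: 12.5 µM compound; schedule: 90 min reaction at room temperature; signal: FP; read-out: % inhibition of substrate cleavage by Csn5; benchmarks: substrate-only high control, full reaction low control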
NadD inh – NadD (S. aureus) enzyme inhibition | inhibition, % at 20 µM | actives 0.78% (n = 360,000) | AID 602399 | purified NadD enzyme, colorimetric absorbance read-out; in the data active = inhibition above about 26%; note: some compounds past the cut are filed as inactive
SUMO1-SIM PPI – modulators of human SUMO1-mediated protein-protein interactions; actives 0.33% (n = 360,000); inhibition, % at 20 µM; SUMO1 binding to a labelled peptide, TR-FRET, 1 h; in the data active = inhibition above about 37%
Target sequence (P63165 whole entry, looked up): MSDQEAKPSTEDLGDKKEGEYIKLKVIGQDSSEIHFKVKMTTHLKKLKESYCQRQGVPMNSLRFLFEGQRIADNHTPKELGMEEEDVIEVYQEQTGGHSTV
LMPTP block – blocks human LMPTP phosphatase; recombinant LMPTP-A, OMFP fluorogenic substrate, fluorescence intensity; actives 0.22% (n = 360,000); P24666; AID 651560; inhibition, % at 20 µM;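 active = compounds that cut the enzyme signal by at least half of the control window in the single-dose screen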;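 note: plate controls were DMSO wells with enzyme plus substrate for no effect and substrate without enzyme for full effect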
Target sequence (P24666 whole entry, looked up): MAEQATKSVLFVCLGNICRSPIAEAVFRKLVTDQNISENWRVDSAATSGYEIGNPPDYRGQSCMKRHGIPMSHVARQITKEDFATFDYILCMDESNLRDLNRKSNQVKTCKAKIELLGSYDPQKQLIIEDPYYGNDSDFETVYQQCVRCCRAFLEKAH
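Test system: LMPTP-A, protein tyrosine phosphatase of low molecular weight; Input: 0.625 nM enzyme; Incubation: 50 min dark incubation at room temperature; Signal: endpoint fluorescence intensity from OMFP dephosphorylation; Read-out basis: % inhibition versus control wells.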
Neddyl block – inhibitors of human cullin neddylation | TR-FRET cullin neddylation, biochemical | calls only at 25 µM | P61081+Q13564 | AID 651699 | actives 0.58% (n = 360,000); in the data active = inhibition above about 36%
Rin1 Abl inh – blocks binding of human Rin1 to Abl. actives 0.4% (n = 360,000). inhibition, % at 7.35 µM. TR-FRET Rin1/Abl binding, biochemical. P00519+Q13671; in the data active = inhibition above about 5%, passing the limit was not always enough
Scp-1 inhibitor – inhibitors of human Scp-1 phosphatase. Recombinant Scp1, phosphopeptide, malachite green phosphate absorbance. inhibition, % at 20 µM. actives 0.88% (n = 340,000). AID 493091;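 active = inhibition above about 50% at 20 µM, limit read from the data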;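 note: plate controls were DMSO wells with enzyme for no effect and wells lacking enzyme for full effect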
Target sequence (Q9GZU7 76-261 limits assumed): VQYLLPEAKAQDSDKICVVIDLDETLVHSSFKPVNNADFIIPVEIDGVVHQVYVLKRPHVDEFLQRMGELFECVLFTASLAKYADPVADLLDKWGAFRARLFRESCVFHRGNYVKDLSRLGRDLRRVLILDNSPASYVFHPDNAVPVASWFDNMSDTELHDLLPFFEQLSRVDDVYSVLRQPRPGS
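Assay system: SCP-1 catalytic fragment, aa 76-261 | Buffer or medium: Tris acetate buffer pH 5.5 with MgCl2 and Tween-20 | Compound: One concentration, 20 µM, with 1.0% DMSO | Also added: Phospho 17-mer peptide substrate | Signal: Absorbance at 630 nm | Incubation: 45 min enzyme reaction at room temperature | Measure: % inhibition of SCP-1 phosphate liberation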
Starred values were filed as active, the others as inactive; i = inactive; · = not tested or not shown. Rows were taken by chance. About 3.8% of those tested had a hit in this group.

Screens by letter – A = Rpn11 inh; B = DNMT1 inh; C = STEP inh; D = CSN deneddyl inh; E = NadD inh; F = SUMO1-SIM PPI; G = LMPTP block; H = Neddyl block; I = Rin1 Abl inh; J = Scp-1 inhibitor
CC(Cn1cncn1)C(=O)N1CCN(S(=O)(=O)c2ccc(Cl)cc2)CC1 (centres undefined)
  A: i	B: 0	C: -1	D: 5	E: 0	F: 4	G: -1.5	H: i	I: 1	J: -7
Cn1c(NCCN2CCCC2)nc2cc(-c3cccc(C(F)(F)F)c3)sc2c1=O
  A: i	B: 0	C: 1	D: -1	E: -3	F: -74	G: 0.2	H: i	I: -7	J: ·
O=C(NCc1ccncc1)c1ccc(Cl)c(S(=O)(=O)N2CCCCC2)c1
  A: i	B: 6	C: 0	D: -8	E: 0	F: -1	G: -0.5	H: i	I: 3	J: -5
CCNC(=O)CSc1nnc(-c2cccs2)o1
  A: i	B: 3	C: 3	D: -3	E: 5	F: -2	G: -0.2	H: i	I: 0	J: -3
COC(=O)c1c(NC(=O)C2CC2)sc2c1CCN(C(C)=O)C2
  A: i	B: -2	C: -1	D: 3	E: 5	F: -3	G: -0.2	H: i	I: -2	J: -9
O=Cc1ccccc1Oc1ccccc1
  A: i	B: 0	C: 3	D: 1	E: -5	F: 2	G: -0.8	H: i	I: -1	J: -18
O=C(N(c1ccccn1)c1ccccn1)C12CC3CC(CC(C3)C1)C2
  A: i	B: 4	C: 0	D: -2	E: -1	F: -3	G: -0.2	H: i	I: -3	J: -4
COc1ccc(CCNC(=O)CCNS(=O)(=O)c2cccc3nonc23)cc1OC
  A: i	B: 0	C: 1	D: -6	E: 0	F: -28	G: 0.5	H: i	I: -2	J: 0
COc1ccc(-c2nc(NC(C)=O)sc2-c2ccccc2)cc1
  A: i	B: -11	C: -2	D: -6	E: -4	F: 2	G: 2.7	H: i	I: -4	J: -9
Clc1ccccc1-c1ccc2ncnc(NCc3cccnc3)c2c1
  A: i	B: -6	C: 2	D: 3	E: 3	F: 6	G: 0.8	H: i	I: 3	J: -3
Cn1c(Cl)c(/C=N/OC(=O)c2cccc(Cl)c2)c2ccccc21
  A: i	B: 2	C: 6	D: 3	E: -3	F: -4	G: -0.8	H: i	I: 1	J: -10
COCc1cc(/C=N\NC(=O)COc2ccc(Cl)cc2)ccc1OC
  A: i	B: 5	C: -1	D: -2	E: -7	F: -1	G: 2.0	H: i	I: 3	J: -8
O=C(CN1C(=O)CSc2ncccc21)Nc1ccccc1F
  A: i	B: 2	C: -3	D: -1	E: -3	F: 2	G: -2.0	H: i	I: -2	J: -5
O=C1C[C@@H](c2ccccc2)Oc2cc(O)cc(O)c21
  A: i	B: -2	C: 3	D: -5	E: -8	F: 5	G: -2.4	H: i	I: 3	J: -11
S=C(NCc1ccccc1)NC1CCCCC1
  A: i	B: 1	C: 1	D: 3	E: -1	F: 1	G: 1.3	H: i	I: 4	J: -1
O=C(CSc1nc2ccccc2s1)Nc1cc(S(=O)(=O)N2CCOCC2)ccc1O
  A: i	B: -2	C: 4	D: 3	E: 11	F: 24	G: 1.9	H: i	I: -1	J: -3
CC1CCN(C(=O)c2ccc(CSc3ccc(Cl)cc3)cc2)CC1
  A: i	B: -3	C: 0	D: 8	E: 4	F: 3	G: 3.5	H: i	I: 0	J: -10
CCOc1ccc(NC(=S)N(CCN2CCOCC2)Cc2cc3cc4c(cc3[nH]c2=O)OCO4)cc1
  A: i	B: -1	C: 1	D: 3	E: 2	F: 10	G: -0.6	H: i	I: -1	J: -2
COc1ccc(NC(=O)c2cc3c(CO)cnc(C)c3oc2=Nc2cccc(C)c2)c(OC)c1
  A: i	B: 6	C: 0	D: 0	E: -2	F: -2	G: -1.8	H: i	I: 0	J: 1
N=C1SCC(=O)N1c1ncc(Cc2ccc(F)cc2)s1
  A: i	B: -2	C: 2	D: 0	E: -3	F: 0	G: 1.7	H: i	I: -2	J: -4
O=C(c1cc(-c2ccc(Cl)cc2)on1)N1CCN(c2ccccc2)CC1
  A: i	B: 0	C: 1	D: -1	E: 4	F: 0	G: -0.3	H: i	I: 3	J: 6
COc1ccc(C=CC(=O)c2ccc3cc(OC)c(OC)cc3c2)cc1OC
  A: i	B: -6	C: 1	D: 7	E: -18	F: -10	G: 3.7	H: i	I: -4	J: ·
[N-]=[N+]=NC1C[C@H](n2ccc(=O)[nH]c2=O)O[C@@H]1CO (some centres undefined)
  A: i	B: 1	C: 2	D: -2	E: 4	F: -3	G: -1.0	H: i	I: -2	J: -6
CCC(=O)N1CCc2cc(OC)c(OC)cc2C1COc1ccc(OC)cc1 (centres undefined)
  A: i	B: 0	C: 0	D: 0	E: -1	F: -2	G: -0.1	H: i	I: 2	J: -7
CCN(CC)CCCN1C(=O)c2oc3ccccc3c(=O)c2C1c1cccnc1 (centres undefined)
  A: i	B: -1	C: -3	D: -1	E: 2	F: -4	G: -2.6	H: i	I: -1	J: 1
CC(=O)c1cccc(-c2ccnc3c2CC(C(=O)NCCC(F)(F)F)O3)c1 (centres undefined)
  A: i	B: 7	C: -1	D: -2	E: -29	F: 2	G: -1.6	H: i	I: -4	J: ·
CC1(C)[N+]([O-])=C2C(=[N+]([O-])C1(C)C)c1ccccc1/C2=N\O
  A: i	B: -3	C: 0	D: -2	E: -2	F: 7	G: -0.9	H: i	I: -1	J: 1
CCCCc1c(O)c2ccccc2n(CCCC)c1=O
  A: i	B: -2	C: -4	D: -2	E: -1	F: 6	G: 0.3	H: i	I: -2	J: -6
O=C(Nc1c(F)cccc1F)c1ccc2c(c1)CCN2S(=O)(=O)c1ccccc1
  A: i	B: -7	C: 0	D: 1	E: -11	F: 0	G: 2.4	H: i	I: -1	J: -11
COc1ccccc1CNC(=O)c1ccc(CNc2c(N3CCCC3)c(=O)c2=O)cc1
  A: i	B: 2	C: -2	D: 5	E: 1	F: -4	G: -1.5	H: i	I: -4	J: 3

2 compounds from above, showing only Rin1 Abl inh, Scp-1 inhibitor and Neddyl block.
canonical_smiles | Rin1 Abl inh | Scp-1 inhibitor | Neddyl block
CCNC(=O)CSc1nnc(-c2cccs2)o1 | 0 | -3 | i
COC(=O)c1c(NC(=O)C2CC2)sc2c1CCN(C(C)=O)C2 | -2 | -9 | i

Part of the list above in order of SMILES length, largest number first.
Screens by letter – A = Rpn11 inh; B = DNMT1 inh; C = STEP inh; D = CSN deneddyl inh; E = NadD inh; F = SUMO1-SIM PPI; G = LMPTP block; H = Neddyl block; I = Rin1 Abl inh; J = Scp-1 inhibitor
CC1(C)[N+]([O-])=C2C(=[N+]([O-])C1(C)C)c1ccccc1/C2=N\O
  A: i	B: -3	C: 0	D: -2	E: -2	F: 7	G: -0.9	H: i	I: -1	J: 1
COc1ccccc1CNC(=O)c1ccc(CNc2c(N3CCCC3)c(=O)c2=O)cc1
  A: i	B: 2	C: -2	D: 5	E: 1	F: -4	G: -1.5	H: i	I: -4	J: 3
[N-]=[N+]=NC1C[C@H](n2ccc(=O)[nH]c2=O)O[C@@H]1CO (some centres undefined)
  A: i	B: 1	C: 2	D: -2	E: 4	F: -3	G: -1.0	H: i	I: -2	J: -6
COc1ccc(C=CC(=O)c2ccc3cc(OC)c(OC)cc3c2)cc1OC
  A: i	B: -6	C: 1	D: 7	E: -18	F: -10	G: 3.7	H: i	I: -4	J: ·
CCC(=O)N1CCc2cc(OC)c(OC)cc2C1COc1ccc(OC)cc1 (centres undefined)
  A: i	B: 0	C: 0	D: 0	E: -1	F: -2	G: -0.1	H: i	I: 2	J: -7

(listing goes on)
Screens by letter – A = Rpn11 inh; B = DNMT1 inh; C = STEP inh; D = CSN deneddyl inh; E = NadD inh; F = SUMO1-SIM PPI; G = LMPTP block; H = Neddyl block; I = Rin1 Abl inh; J = Scp-1 inhibitor
Cc1cc2ncc(-c3ccc(Cl)cc3)cn2n1
  A: i	B: 2	C: 2	D: -6	E: -6	F: -18	G: -1.0	H: i	I: 0	J: -3
NC1=NC[C@@H](Cc2ccc(O)cc2)N1CCc1cc(C(F)(F)F)cc(C(F)(F)F)c1
  A: i	B: 9	C: 0	D: -1	E: -1	F: -14	G: -3.2	H: i	I: 5	J: 6
CC(C)(C)n1nnnc1C(c1cc2ccccc2o1)N(Cc1ccccc1)Cc1ccccc1 (centres undefined)
  A: ·	B: ·	C: ·	D: -1	E: 2	F: 1	G: 1.1	H: i	I: ·	J: ·
Cc1ccc(CNC(=O)C(NS(=O)(=O)c2cccs2)C(C)C)cc1 (centres undefined)
  A: i	B: -4	C: -1	D: 0	E: -5	F: 0	G: -2.5	H: i	I: ·	J: -13
CCCCN(C(=O)c1c(C)noc1C)c1c(N)n(CCCC)c(=O)[nH]c1=O
  A: i	B: -1	C: 0	D: -2	E: -1	F: -3	G: -0.5	H: i	I: 3	J: -1
COC(=O)COc1ccc(S(=O)(=O)Nc2ccc3c(c2)OCO3)cc1
  A: i	B: -1	C: 0	D: 2	E: -5	F: 0	G: -1.6	H: i	I: 3	J: -5
CSCC(C)N1CCC(N2CCC(C(=O)NCc3ccccn3)CC2)CC1 (centres undefined)
  A: i	B: 1	C: 4	D: -3	E: 2	F: 2	G: -2.9	H: i	I: -2	J: -8
Cc1ccc(COn2nnc3ccc(S(=O)(=O)N4CCOCC4)cc32)cc1
  A: i	B: 1	C: -1	D: -8	E: -5	F: 3	G: 1.1	H: i	I: 0	J: -10
N#Cc1cnn(-c2ncnc3sc(-c4ccccc4)cc23)c1N
  A: i	B: 6	C: -2	D: -2	E: 1	F: -2	G: 1.8	H: i	I: 0	J: 1
NC(=O)C1CCCc2c1n(Cc1ccccc1)c1ccccc21 (centres undefined)
  A: i	B: 1	C: -2	D: 6	E: -7	F: 1	G: 0.4	H: i	I: 0	J: -13
COc1ccc2c(c1)c(C(=O)N1CCN(C)CC1)c(C)n2-c1ccccc1
  A: i	B: 2	C: -3	D: 2	E: -6	F: -5	G: -3.5	H: i	I: 0	J: -5
CN(CC(=O)Nc1ccccc1Br)C(=O)CCc1nc2ccccc2c(=O)[nH]1
  A: i	B: 1	C: 0	D: -2	E: 1	F: 2	G: -0.3	H: i	I: -1	J: -1
COc1ccc(OC)c(NC(=O)CCNS(=O)(=O)c2cccc3nsnc23)c1
  A: i	B: -2	C: -4	D: 0	E: -6	F: -27	G: -0.5	H: i	I: -4	J: -6
O=C(CCC1CCCCC1)NC1=NCCS1
  A: i	B: 5	C: -2	D: -14	E: 2	F: 3	G: -0.1	H: i	I: -2	J: 6
COc1ccc(/C(N)=N/O)cc1O
  A: i	B: 0	C: -2	D: -2	E: -5	F: 1	G: 0.0	H: i	I: -1	J: -3
COc1ccc(-c2cc(C(F)F)n3ncc(C(=O)N4CCSCC4)c3n2)cc1
  A: i	B: -1	C: -1	D: -3	E: -20	F: -19	G: -1.9	H: ·	I: 1	J: 7

Screening data from PubChem BioAssay.
